# GAA spleen mod: inhibitors or activators of human alpha-glucosidase in spleen homogenate. human spleen homogenate, 4-MU-alpha-glucoside fluorescence. P10253. Potency, µM (highest dose often 79.9 µM), inactives show at the highest dose activity change, negative = inhibition, usual class: inhibitors. actives 0.006% (n = 240,000). AID 2112;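 note: 0% = enzyme with vehicle and -100% = no enzyme basal signal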
#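 Human spleen homogenate (1 ug) with 4-methylumbelliferyl-alpha-D-glucopyranoside (1 mM final) in 50 mM citrate/phosphate pH 5.0, 0.01% Tween-20; 40 min at 37 C. Stopped at pH 10; 4-MU fluorescence Ex 365/Em 440 nm; AC50 by Hill fit.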
# GAA inh: blocks human lysosomal alpha-glucosidase | P10253 | AID 1466 | actives 0.005% (n = 200,000) | Potency, µM (highest dose often 76.9 µM), inactives show at the top dose activity change, negative = inhibition, most hits filed as inhibitors | purified human GAA, 4-MU-alpha-glucoside fluorescence;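 note: plate controls were uninhibited enzyme wells for no effect and no-enzyme background for full effect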
#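 Human enzyme at 4 nM with 400 uM 4-methylumbelliferyl-alpha-D-pyranoside, citrate/phosphate buffer pH 5.0, 0.005% Tween-20, 20 min at room temperature. Compounds up to 77 uM. 4-MU fluorescence (Ex 365/Em 440) read after NaOH/glycine stop; AC50 from Hill fit.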
# Epigenetic reg: epigenetic control regulation, reporter derepression | murine LDR cells, GFP reporter derepression, 30 h | Potency, µM (highest dose often 53.9 µM), for inactives: top-dose GFP activation, actives largely listed as activators | actives 0.2% (n = 280,000); note: % of control where 0% means no effect; nearly all actives have a fitted effect of over 60% in size
#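 Readout is the number of GFP-expressing murine LDR cells, counted by cytometry following washing. Cells were treated with compound for 30 h at 37 C; the stably integrated CMV-GFP locus is normally silent.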
# GLA spleen mod: inhibitors or activators of human alpha-galactosidase in spleen homogenate | AID 2107 | P06280 | human spleen homogenate, 4MU-alpha-Gal fluorescence, 40 min | Potency, µM (titrated, usually from 80 µM), for inactives: at the top dose activity change, negative = inhibition, usual class: inhibitors | actives 0.008% (n = 240,000);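 note: 0% = enzyme with vehicle and -100% = no enzyme basal signal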
# Target sequence (P06280 32-429 limits assumed): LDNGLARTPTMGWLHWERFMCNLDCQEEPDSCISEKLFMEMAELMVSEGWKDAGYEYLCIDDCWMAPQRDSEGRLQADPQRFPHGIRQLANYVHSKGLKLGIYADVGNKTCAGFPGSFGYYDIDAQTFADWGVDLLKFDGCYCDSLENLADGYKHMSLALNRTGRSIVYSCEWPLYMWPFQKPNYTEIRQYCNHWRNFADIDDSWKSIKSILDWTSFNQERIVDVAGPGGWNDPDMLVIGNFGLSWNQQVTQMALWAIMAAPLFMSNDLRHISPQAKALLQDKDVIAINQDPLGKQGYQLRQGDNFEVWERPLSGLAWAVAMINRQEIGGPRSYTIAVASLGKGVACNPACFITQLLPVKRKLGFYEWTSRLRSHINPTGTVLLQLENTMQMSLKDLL
#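 qHTS titration in buffer at pH 5.0. Alpha-galactosidase activity in spleen homogenate was measured via 4-methylumbelliferone release from 1 mM fluorogenic substrate after 40 min at 37C and a pH 10 stop. AC50 came from Hill fits of control-normalized data.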
# GAA glycogen mod: GAA glycogen-cleavage inhibition or activation; recombinant GAA, glycogen substrate, Amplex Red glucose oxidase fluorescence; actives 0.38% (n = 300,000); Potency, µM (highest dose often 76.4 µM), inactives show at the top dose activity change, negative = inhibition, most hits filed as inhibitors; AID 2100;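 note: 0% = full enzyme reaction and -100% = no-enzyme basal signal; the screen sought inhibitors and activators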
#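 qHTS, 1536-well; enzyme 4 nM final; cpd up to 77 uM; substrate bovine liver glycogen 30 ug; 50 mM citrate/phosphate pH 5.0, 0.01% Tween-20; 37 C, 40 min; Amplex Red detection 45 min RT; Hill fit → AC50.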
# Tau fluor counter: counter-screen for tau fibril formation inhibitors. actives 0.93% (n = 280,000). Potency, µM (titrated, usually from 57.7 µM), for inactives: at the top dose activity change, negative = decrease. tau K18 P301L Alexa594 fluorescence, heparin fibrillization; note: % is set by controls: 0 for no effect and ±100 for the full control effect; nearly all actives have a fitted effect of over 55% in size
#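 Human tau K18 P301L (15 uM unlabeled, 0.24 uM Alexa 594-labeled) in 100 mM sodium acetate pH 7 with 20 uM heparin, 6 hr at 37 C. ThT 30 uM added, 1 hr ambient; Alexa 594 FP and total fluorescence read at 555/632 nm.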
# ALDH1A1 inh: blocks purified human ALDH1A1 activity; P00352; Purified ALDH1A1, NADH fluorescence, propionaldehyde substrate; Potency, µM (titrated, usually from 75.3 µM), inactives show at the highest dose activity, negative = inhibition, most hits filed as inhibitors; actives 7.3% (n = 220,000); active = well fitted inhibition curve with a large enough effect, not every such curve was filed as active; inconclusive = small, poorly fitted or top-dose-only effect, or another doubt; inactive = no such curve, though single readings can be large or run the other way;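 note: plate controls were no enzyme wells and a reference inhibitor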
# Target sequence (P00352 whole entry, looked up): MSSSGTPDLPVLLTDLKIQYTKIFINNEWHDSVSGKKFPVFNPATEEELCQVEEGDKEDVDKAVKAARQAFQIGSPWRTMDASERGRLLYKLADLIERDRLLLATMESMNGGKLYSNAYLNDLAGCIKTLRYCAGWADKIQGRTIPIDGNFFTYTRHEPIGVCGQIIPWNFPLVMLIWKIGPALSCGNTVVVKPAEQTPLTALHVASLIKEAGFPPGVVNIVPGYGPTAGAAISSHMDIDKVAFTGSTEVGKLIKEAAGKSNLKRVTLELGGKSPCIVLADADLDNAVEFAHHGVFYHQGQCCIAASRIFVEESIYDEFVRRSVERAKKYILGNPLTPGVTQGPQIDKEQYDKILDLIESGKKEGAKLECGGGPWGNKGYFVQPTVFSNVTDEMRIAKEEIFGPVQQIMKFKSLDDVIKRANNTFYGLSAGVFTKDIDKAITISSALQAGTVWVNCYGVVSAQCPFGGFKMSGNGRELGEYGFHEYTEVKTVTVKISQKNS
# NPSR antagonist: neuropeptide S receptor (human) antagonism, cAMP; Q6W5P4; CHO-NPSR cells, cAMP TR-FRET, antagonist mode; Potency, µM (highest dose often 38.3 µM), without a hit: at the top dose activity change, negative = inhibition, usual class: inhibitors; actives 1% (n = 220,000); note: % is set by controls: 0 for no effect and ±100 for the full control effect; nearly all actives have a fitted effect of over 50% in size; many of its hits are not listed in these tables
# Starred values were filed as active, the others as inactive; u = inconclusive; x = no result given; [ ] = remark or other dose. Unless noted, calls come from the whole dose curve; as a rule, active = well fitted curve in the direction sought with a large enough effect; inconclusive = small, poorly fitted or top-dose-only effect, or another doubt; inactive = no such curve, though single readings can be large; an effect the other way counts as inactive or inconclusive. Potency is the fitted concentration of half-maximal effect. These rows are one share of the data; the hit share may differ from the screen's.
SMILES,GAA spleen mod,GAA inh,Epigenetic reg,GLA spleen mod,GAA glycogen mod,Tau fluor counter,ALDH1A1 inh,NPSR antagonist
COc1ccc(N2CCN(C(=S)Nc3cccc(C)c3C)CC2)cc1,5%,-1%,0.0%,6%,2%,-4%,8%,-6%[46.1 µM]
CC1CCCN(S(=O)(=O)c2ccc(Br)s2)C1 (configuration not stated),5%,-10%,-1.0%,5%,5%,-16%,u,-27%
Cn1c(Cc2ccccc2)nnc1SCC(=O)Nc1ccc2c(c1)OCO2,-1%,0%,1.8%,-10%,3%,-6%,3%,21%[46.1 µM]
COc1cccc(/C=C2/SC(=O)N(C)C2=O)c1OCc1ccc(C(=O)O)cc1,5%,13%,-0.3%,-1%,11%,-1%,u,55%
CC[C@H](C)[C@H](NC(=O)OCc1ccccc1)C(=O)Nc1ccc(NC(C)=O)cc1,-13%,-3%,-1.9%,1%,3%,0%,-2%,6%
COc1cc(SC)ccc1C(=O)NC(C)C,12%,u,1.1%,7%,3%,6%,0%,4%
CC(C)CC1NC(=O)N(Cc2nc3ccccc3s2)C1=O (configuration not stated),-2%,x,2.2%,-5%,4%,-9%,x,5%
CCOC(=O)N1CCN(C(=O)CCn2c(=O)[nH]c3ccsc3c2=O)CC1,2%,2%,0.0%,0%,2%,2%,1%,12%
CCCOc1ccc(-c2nc(C#N)c(N3CCN(C)CC3)o2)cc1,-1%,-13%,-0.3%,-9%,2%,-20%,u,-6%[46.1 µM]
COc1ccc(CNC(=O)c2csc(Cc3ccc(Cl)cc3)n2)cc1,-1%,0%,-1.3%,2%,-3%,-13%,-6%,-17%[46.1 µM]
O=C(CN1C(=O)c2ccccc2C1=O)c1ccccc1,-1%,-1%,-1.8%,-5%,-7%,-4%,-3%,-13%[46.1 µM]
CC1CCN(C(=O)C2CCN(S(=O)(=O)c3cccnc3)CC2)CC1,3%,-3%,-0.2%,-3%,-4%,0%,-5%,-7%[46.1 µM]
Cn1cc(C=O)c2ccccc21,-3%,u,-2.7%,2%,8%,-5%,2.8µM*,2%
C/C(=N\NC(=O)c1ccc2c(c1)OCO2)c1ccco1,4%,4%,-1.9%,-1%,-1%,1%,2%,4%
Cc1ccc(C(=O)NCc2ccc(Cl)c(Cl)c2)o1,2%,-1%,-1.1%,2%,1%,2%,2%,6%[46.1 µM]
COc1ccccc1C(=O)OCC(=O)Nc1ccc(Cl)cn1,-11%,u,1.7%,-2%,7%,-12%,-4%,4%
CCn1c(COc2ccccc2C)nnc1SCc1nc2ccccc2c(=O)[nH]1,2%,5%,0.0%,-5%,2%,-8%,-8%,6%
O=C(CC1S/C(=N/N=C/c2ccco2)NC1=O)Nc1cccc(Cl)c1Cl (configuration not stated),-9%,-4%,-1.4%,-7%,-1%,-2%,-13%,4%
C/C(=C\c1ccccc1)C(=O)NCCc1ccccc1,1%,12%,-3.8%,4%,14%,-1%,u,-4%
Cc1cccc(CSc2nc3ccncc3n2CC(=O)Nc2cc(C)cc(C)c2)c1,-5%,-13%,4.0%,-5%,-8%,u,-1%,-21%

# Whole records, quoted from the list. Order of screens: GAA spleen mod | GAA inh | Epigenetic reg | GLA spleen mod | GAA glycogen mod | Tau fluor counter | ALDH1A1 inh | NPSR antagonist
# CCCOc1ccc(-c2nc(C#N)c(N3CCN(C)CC3)o2)cc1 across the screens: -1% | -13% | -0.3% | -9% | 2% | -20% | u | -6%[46.1 µM]
# COc1cc(SC)ccc1C(=O)NC(C)C across the screens: 12% | u | 1.1% | 7% | 3% | 6% | 0% | 4%
# C/C(=N\NC(=O)c1ccc2c(c1)OCO2)c1ccco1 across the screens: 4% | 4% | -1.9% | -1% | -1% | 1% | 2% | 4%
# Cc1cccc(CSc2nc3ccncc3n2CC(=O)Nc2cc(C)cc(C)c2)c1 across the screens: -5% | -13% | 4.0% | -5% | -8% | u | -1% | -21%
# COc1ccc(N2CCN(C(=S)Nc3cccc(C)c3C)CC2)cc1 across the screens: 5% | -1% | 0.0% | 6% | 2% | -4% | 8% | -6%[46.1 µM]

# The list continues:
SMILES,GAA spleen mod,GAA inh,Epigenetic reg,GLA spleen mod,GAA glycogen mod,Tau fluor counter,ALDH1A1 inh,NPSR antagonist
CN(Cc1ccccc1)C1=CC(=[N+]2CCCC2)CC(C)(C)C1,-1%,x,0.9%,-15%,1%,1%,x,1%
CCNC(=O)c1sc2cc(C)ccc2c1Cl,-15%,u,-3.0%,13%,10%,-8%,-8%,9%
c1csc(Cc2nn3c(-c4n[nH]c5c4CCC5)nnc3s2)c1,2%,-6%,-1.0%,2%,0%,-22%,u,-9%[46.1 µM]
N/C(=N/O)c1cccn1Cc1ccccc1[N+](=O)[O-],-9%,-2%,-5.6%,0%,u,-3%,u,-13%
CC(C)CN1C(=O)c2ccc(NC(=O)c3cccs3)cc2C1=O,8%,12%,10%,1%,-7%,u,u,-16%[46.1 µM]
CCCC1S/C(=N/N=C/c2cccs2)NC1=O (configuration not stated),-7%,-4%,1.9%,0%,3%,-9%,-9%,-1%[46.1 µM]
Cc1ccc([N+](=O)[O-])cc1N(CC(=O)N1CCCCC1)S(C)(=O)=O,-4%,2%,2.8%,3%,-5%,-8%,-9%,12%
Nc1cccc(-n2nncc2-c2ccccc2)c1,4%,-2%,3.4%,-5%,-3%,-1%,3%,-12%[46.1 µM]
CCCCCOc1ccc(N2C(=O)C(C)CNC2=S)cc1 (configuration not stated),-7%,5%,15%,-9%,2%,-8%,7%,-16%
Cc1ccc(C(=O)Nc2cccc(C(=O)NCc3ccco3)c2)cc1,2%,-3%,-1.1%,-17%,3%,-13%,-12%,-2%[46.1 µM]
CCOC(=O)N1CCN(C(=O)c2ccccc2N(Cc2ccccc2)S(=O)(=O)c2ccc(OC)cc2)CC1,-16%,12%,6.6%,-15%,-8%,-3%,4%,47%
COc1ccc(S(=O)(=O)N2CCC(C(=O)Nc3ccc4c(c3)OCCO4)CC2)cc1OC,-6%,-13%,0.0%,-5%,-2%,-18%,-15%,-11%[46.1 µM]
O=C(Nc1ccc(N2CCN(C(=O)c3cccs3)CC2)cc1)c1cccnc1Cl,-12%,0%,0.4%,-11%,10%,-7%,1%,13%
OCCSc1ncnc2c1oc1ccccc12,5%,4%,-2.5%,-5%,2%,-13%,u,-9%[46.1 µM]
CCOc1ccccc1N1CCN(C(=O)c2c(-c3ccccc3Cl)noc2C)CC1,-3%,13%,0.0%,2%,1%,-9%,0%,2%
COCCn1c(SCC(=O)OC(C)C)nnc1-c1ccccc1,-4%,-4%,-2.8%,-3%,5%,-4%,1%,3%[7.67 µM]
CCOc1ccc(NC(=O)NCCCn2c(C)nc3cc(C)c(C)cc32)cc1,-4%,-13%,0.4%,-14%,26%,-26%,4%,-2%[46.1 µM]
COc1ccccc1C(=O)Nc1nc(-c2ccc3c(c2)OCCO3)cs1,-3%,-3%,-1.5%,0%,-2%,u,u,-16%
Cc1ccc(CNC(=O)CCNC(=O)Cn2ccc3ccccc3c2=O)cc1,-15%,-4%,-2.8%,0%,-4%,-5%,1%,-3%[46.1 µM]
CCn1cc(C2=NC(C)CO2)c2ccccc21 (configuration not stated),-4%,-9%,-0.8%,3%,-2%,-11%,0%,-9%[46.1 µM]
CCOc1cc(/C=N/NC(=O)CN2CCOCC2)ccc1OCc1ccc(Cl)cc1,-10%,-2%,-5.7%,-21%,0%,-14%,6%,-15%[46.1 µM]
O=C(NCCCn1ccnc1)C(=O)NCC1OCCCN1S(=O)(=O)c1ccccc1 (configuration not stated),2%,-6%,0.9%,-8%,5%,-8%,u,9%
Cc1ccc(-n2c(CSc3nc(C)cc(C)n3)n[nH]c2=S)cc1,6%,-1%,1.9%,4%,-13%,-4%,-1%,26%
CCOc1ccc(C(=O)NC(Cc2ccccc2)C(=O)OC)cc1 (configuration not stated),-5%,1%,-0.9%,2%,u,4%,-7%,-7%[46.1 µM]
CC(=O)Nc1cccc(OCCCNS(=O)(=O)c2ccc(F)cc2)c1,-6%,5%,1.1%,-10%,0%,-9%,4%,4%
CCNS(=O)(=O)c1cc(S(C)(=O)=O)ccc1Cl,1%,-11%,-1.0%,2%,4%,3%,1%,4%[46.1 µM]
CN(C)c1ccc(Cl)cc1N,8%,-2%,-3.1%,4%,u,3%,2%,9%
CC(C)(C)[C@@H]1C=C(C(=O)N2CCOCC2)O[C@H](OCc2ccc(CO)cc2)C1,-3%,x,-3.0%,4%,14%,5%,u,23%
CCSc1nnc(N)s1,2%,-4%,0.0%,7%,3%,-7%,22%,-9%[46.1 µM]
CCc1cccc(NC(=O)C2CCCC2)c1,-1%,3%,-2.1%,2%,3%,4%,8%,14%[46.1 µM]
Cc1nc(CSc2nnc3scc(-c4ccccc4)n23)cs1,-2%,5%,-1.9%,-5%,3%,-3%,-5%,-11%[46.1 µM]
COc1ccc(/C=C2\CCCC3C2=NN(C(=O)c2scnc2C)C3c2ccc(OC)cc2)cc1 (configuration not stated),2%,-4%,1.2%,2%,-2%,-10%,u,u
CCCCCn1c(CN2CCCCC2CC)nc2c1c(=O)n(C)c(=O)n2C (configuration not stated),-11%,2%,0.0%,-3%,3%,-2%,-2%,-7%[46.1 µM]
Cc1cc(NC(=O)c2ccc(Br)c(S(=O)(=O)N3CCCC3)c2)no1,-12%,-3%,-2.6%,-7%,1%,-14%,-6%,9%[46.1 µM]
Cc1cc2nncn2c2ccccc12,4%,-2%,0.0%,4%,-48%,4%,11%,19%[46.1 µM]
CN(C)c1nc(NCc2ccccc2)nc(N/N=C/c2cccc(Br)c2)n1,-7%,-10%,4.1%,-1%,-7%,u,2%,u
C=CCn1c(=NC(=O)C2COc3ccccc3O2)sc2cccc(OC)c21 (configuration not stated),-2%,5%[15.4 µM],1.2%,-4%,0%,-14%,u,u
O=C(c1ccc(CNS(=O)(=O)c2cccc(Cl)c2)cc1)N1CCCC1,10%,10%,-1.8%,-2%,-8%,6%,-3%,4%
CSc1ncccc1C(=O)OCC(=O)C(C)(C)C,8%,-9%,-0.5%,2%,0%,-4%,-10%,10%
CCCCC#Cc1nc(NC)c2ncn([C@@H]3O[C@@H](CO)[C@H](O)[C@H]3O)c2n1,-10%,x,-0.8%,6%,x,-5%,-1%,x
CC(C)c1onc(C(=O)NCCc2ccccc2)c1[N+](=O)[O-],-2%,0%,1.5%,4%,6%,-10%,u,12%

# Source: PubChem
